Screening data (PubChem)
TrxR1 substrate: qHTS Assay for Substrates of Mammalian Selenoprotein Thioredoxin Reductase 1 (TrxR1): qHTS | Thioredoxin reductase 1, cytoplasmic (Rattus norvegicus), O89049 | purified TrxR1 substrate turnover, NADPH consumption readout | Potency, µM (doses to about 114 µM), for the others: top-dose activity change, negative = substrate turnover | 390,000 compounds, 0.01% hits | AID 588456, 2011; note: potency is the fitted concentration of half-maximal effect; % is set by controls: 0 for no effect and ±100 for the full control effect; nearly all actives have a fitted effect of over 50% in size
Target sequence (O89049 whole entry, looked up): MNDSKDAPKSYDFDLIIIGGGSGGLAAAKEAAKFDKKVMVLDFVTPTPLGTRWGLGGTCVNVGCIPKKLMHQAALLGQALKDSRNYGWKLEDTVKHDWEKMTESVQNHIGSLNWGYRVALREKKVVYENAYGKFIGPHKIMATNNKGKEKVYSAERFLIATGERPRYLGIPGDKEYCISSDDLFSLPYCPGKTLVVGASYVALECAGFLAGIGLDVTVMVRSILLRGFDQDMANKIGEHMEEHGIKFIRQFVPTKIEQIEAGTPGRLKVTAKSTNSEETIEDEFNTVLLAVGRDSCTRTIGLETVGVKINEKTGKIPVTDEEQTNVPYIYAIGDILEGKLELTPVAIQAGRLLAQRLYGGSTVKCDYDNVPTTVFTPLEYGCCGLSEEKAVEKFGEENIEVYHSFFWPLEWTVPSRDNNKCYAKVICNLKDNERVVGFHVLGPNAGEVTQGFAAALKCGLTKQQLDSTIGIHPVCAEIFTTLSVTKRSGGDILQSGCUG
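Rat TrxR1, dispensed at 90 nM, was prereduced with 400 uM NADPH (final) for 5 min at ~22 deg C, then incubated with compound 15 min before 400 uM selenite. A first-read NADPH fluorescence drop versus no-compound background flagged substrates.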
PI4K2A inh: qHTS for small molecular inhibitors of PI4K2A | Phosphatidylinositol 4-kinase type 2-alpha (Homo sapiens), Q9BTU6 | purified PI4K2A, ADP-Glo luminescence, 1 h; stronger effect = lower value | activity change, negative = inhibition, % at 76.9 µM | 420,000 compounds, 0.13% hits; in the data active = activity change below about -50%; inconclusive = mostly about -30% to -49%;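 note: -100% = wells without enzyme as full effect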
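PI4K2A activity was measured by ADP-Glo luminescence: enzyme (4 ug/mL stock) and phosphatidylinositol (1.2 mM stock) in Tris pH 7.5/MgCl2/EGTA/Triton X-100 buffer were reacted with ATP (300 microM stock) for one hour at ambient temperature.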
HP1b binding inh: HTS for Inhibitors of HP1-beta Chromodomain Interactions with Methylated Histone Tails | Potency, µM (series often up to 114 µM), inactives show top-dose activity change, negative = inhibition, actives largely listed as inhibitors | Chromobox protein homolog 1 (Homo sapiens), P83916 | 390,000 compounds, 0.56% hits | AlphaScreen HP1-beta / biotin-H3K9me3 peptide binding; note: potency is the fitted concentration of half-maximal effect; nearly all actives have a fitted effect of over 70% in size; inactives centre near 23
Target sequence (P83916 whole entry, looked up): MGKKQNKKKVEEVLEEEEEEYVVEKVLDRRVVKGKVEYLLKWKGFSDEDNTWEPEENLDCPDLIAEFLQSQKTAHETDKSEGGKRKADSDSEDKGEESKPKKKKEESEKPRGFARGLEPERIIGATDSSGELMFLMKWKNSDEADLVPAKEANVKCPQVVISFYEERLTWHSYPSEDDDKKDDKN
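AlphaScreen: HP1-beta (50 nM) preformed 30 min with biotin-H3(1-18)K9me3 peptide (50 nM) in PBS pH 7.4, 0.01% Tween-20. Compound added for 30 min at RT, then streptavidin donor/nickel chelate acceptor beads (10 ug/mL) for 30 min.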
USP1-UAF1 inh: Inhibitors of USP1/UAF1: Primary Screen | 390,000 compounds, 0.23% hits | recombinant USP1/UAF1, Ub-Rhodamine cleavage fluorescence | Ubiquitin carboxyl-terminal hydrolase 1 (Homo sapiens), O94782 | Potency, µM (highest dose often 57.1 µM), for inactives: at the highest dose activity change, negative = inhibition, usual class: inhibitors; note: potency is the fitted concentration of half-maximal effect; % is set by controls: 0 for no effect and ±100 for the full control effect; nearly all actives have a fitted effect of over 60% in size; inactives centre near -12
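USP1/UAF1 complex (1 nM) preincubated 15 min at room temperature with compound, then Ub-Rho substrate (150 nM final) added. Kinetic fluorescence at 480/540 nm over 6 reads at 60 s intervals; 50 mM HEPES pH 7.8, 0.5 mM EDTA, 0.1 mg/ml BSA, 1 mM TCEP, 0.01% Tween-20.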
GLS inhibitor: qHTS for Inhibitors of Glutaminase (GLS); Glutaminase kidney isoform, mitochondrial (Homo sapiens), O94925; GLS enzymatic activity, qHTS titration; Potency, µM (top dose mostly 45.5 µM), without a hit: top-dose activity change, negative = inhibition, hits mostly inhibitors; 410,000 compounds, 0.21% hits; note: potency is the fitted concentration of half-maximal effect; % is set by controls: 0 for no effect and ±100 for the full control effect
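Glutamate formation by hKGA was monitored fluorometrically using coupled glutamate oxidase, HRP and Amplex Red. Substrate was added as 1 mM L-glutamine solution; incubation was 30 min at RT after an initial read.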
rTrxR1 inhibitor: qHTS Assay for Inhibitors of Mammalian Selenoprotein Thioredoxin Reductase 1 (TrxR1): qHTS. recombinant rTrxR1, NADPH fluorescence consumption, selenite substrate. AID 588453, 2011. Thioredoxin reductase 1, cytoplasmic (Rattus norvegicus), O89049. Potency, µM (series often up to 114 µM), without a hit: at the highest dose activity change, negative = inhibition, actives largely listed as inhibitors. 390,000 compounds, 1% hits; note: potency is the fitted concentration of half-maximal effect; % is set by controls: 0 for no effect and ±100 for the full control effect; nearly all actives have a fitted effect of over 65% in size
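Rat TrxR1 (90 nM in the dispensed reagent) was pre-reduced with 400 uM NADPH for 5 min at room temperature, then incubated with compound for 15 min. After 400 uM selenite was added, NADPH fluorescence (Ex 340/Em 450 nm) was followed for 8 min.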
PGK inhibitor: qHTS Assay to Find Inhibitors of Phosphoglycerate Kinase | Phosphoglycerate kinase, glycosomal (Trypanosoma brucei brucei), P07378 | PGK/GAPDH coupled, Kinase-Glo luminescence, 60 min | Potency, µM (highest dose often 57.5 µM), for the others: at the highest dose activity change, negative = inhibition, actives largely listed as inhibitors | 380,000 compounds, 0.043% hits | AID 602233, 2012; note: potency is the fitted concentration of half-maximal effect; % is set by controls: 0 for no effect and ±100 for the full control effect; nearly all actives have a fitted effect of over 60% in size
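Luminescent ATP detection (Kinase-Glo Plus) follows a 60-minute room-temperature incubation, with wells lacking PGK as controls. Buffer: 100 mM TEA (pH 7.6), 5 mM MgCl2, 0.01% Tween-20. Coupling enzyme GAPDH (100 nM final) supplies unstable 1,3-BPG in-well.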
IDH1 R132H inh: qHTS for Inhibitors of mutant isocitrate dehydrogenase 1 (IDH1): qHTS | IDH1-R132H enzyme, NADPH consumption, diaphorase/resazurin fluorescence | AID 602179, 2012 | Potency, µM (doses to about 76.6 µM), without a hit: at the top dose activity change, negative = inhibition, actives largely listed as inhibitors | 390,000 compounds, 0.093% hits; note: potency is the fitted concentration of half-maximal effect; % is set by controls: 0 for no effect and ±100 for the full control effect; nearly all actives have a fitted effect of over 65% in size
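IDH1-R132H (0.5 ug/mL dispensed) in pH 7.5 Tris buffer was preincubated 30 min with compound, then given a substrate mix of 0.016 mM NADPH and 2 mM alpha-KG for 80 min at room temperature; remaining NADPH was read by diaphorase/resazurin fluorescence.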
Pin1 inh: qHTS Assay to Find Inhibitors of Pin1. Pin1 FP peptide displacement, HiFluor488, 10 min. 390,000 compounds, 0.009% hits. Potency, µM (series often up to 115 µM), for the others: at the highest dose activity, negative = inhibition, hits mostly inhibitors; active = well fitted inhibition curve with a large enough effect in the polarisation, with a control signal flat, not every such curve was filed as active; inconclusive = small, poorly fitted or top-dose-only effect, or effect the other way, or a change in a side signal; inactive = no such curve, though single readings can be large or run the other way; the % refers to the polarisation; note: potency is the fitted concentration of half-maximal effect; % is set by controls: 0 for no effect and ±100 for the full control effect
Target sequence (Q13526 whole entry, looked up): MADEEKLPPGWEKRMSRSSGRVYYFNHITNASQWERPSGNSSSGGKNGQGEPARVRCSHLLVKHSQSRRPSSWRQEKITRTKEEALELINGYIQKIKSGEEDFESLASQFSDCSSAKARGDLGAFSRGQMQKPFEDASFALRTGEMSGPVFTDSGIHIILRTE
An asterisk follows results filed as active; i = inactive; u = inconclusive; x = no result given; & = joins results of further samples; [ ] = another dose, or the depositor's remark. Unless noted, calls come from the whole dose curve; as a rule, active = well fitted curve in the direction sought with a large enough effect; inconclusive = small, poorly fitted or top-dose-only effect, or another doubt; inactive = no such curve, though single readings can be large; an effect the other way counts as inactive or inconclusive. Some of the compounds tested; count on the stated rates, not on these rows.

SMILES	TrxR1 substrate	PI4K2A inh	HP1b binding inh	USP1-UAF1 inh	GLS inhibitor	rTrxR1 inhibitor	PGK inhibitor	IDH1 R132H inh	Pin1 inh
COc1ccc(NC(=S)N2CCN(C(=O)C3CCCO3)CC2)cc1 (centres undefined)	-11.7%	0.4	28.4%	-6.4%	0.3%	u	-3.7%	-0.3%	-11.9%
COc1ccc(OCC(=O)Nc2ccccc2C(=O)NC2CC2)cc1	1.8%	-2.5	8.7%	-19.9%	-2.2%	16.8%	i	2.7%	4.2%
O=C(CSc1nc(-c2ccccc2)nc2c1Cc1ccccc1O2)N1CCCCC1	3.1%	-1.2	45.9%[activator]	-21.0%	0.1%	11.1%	-5.2%	-3.7%	-0.7%
C=CCn1c(COc2cccc(C)c2)nnc1SC(C)C(=O)NC1CC1 (centres undefined)	-8.4%	4.0	35.4%	-9.2%	-6.1%	-8.6%	-8.6%	0.0%	-6.0%
CCCCC(=O)c1c(C)cc(C)[nH]c1=O	-15.9%	-5.9	47.3%[activator]	-6.3%	-12.8%	-17.3%	-5.2%	0.7%	-16.5%
COc1ccc(NC(=O)COC(=O)c2c(C)noc2C)cc1Cl	x	2.0	x	u	11.2%	x	-9.1%	2.5%	x
COc1ccccc1N1CCN(C(=O)c2ccc(Br)o2)CC1	-4.9%	0.9	44.6%[activator]	-3.8%	13.0%	u	4.0%	31.2%[activator]	4.6%
CC(C)NC(=O)N(C)C[C@@H]1OCc2cnnn2CCCC(=O)N([C@H](C)CO)C[C@@H]1C	x	1.4	x	-17.2%	0.1%	x	-1.3%	11.5%	x
Nc1[nH]c(=O)nc2snnc12	2.2%[57.1 µM]	9.8	33.0%	-14.4%	-11.5%	1.7%[11.4 µM]	-6.0%	2.2%	-8.1%
Cc1c(-c2cccs2)[n+](=O)c2c(n1[O-])CCC2	-13.4%	-1.8	7.7%	-7.1%	6.2%	-15.6%	i	0.3%	0.5%
O=C(O)CCC(=O)N1CCN(c2nc(-c3ccccc3Cl)c3cc(Br)ccc3n2)CC1	10.2%	7.0	58.8%[activator]	-4.2%	9.4%	19.0%	-11.7%	-3.5%	1.3%
Cn1c(=O)c2c(nc(NCCCCO)n2Cc2ccccc2Cl)n(C)c1=O	1.3%	-3.9	14.2%	-22.1%	7.7%	13.0%	-4.3%	21.0%	45.8%[activator]
COc1ccc(NC(=O)c2oc3ccccc3c2NC(=O)Cc2coc3ccc(C)cc23)cc1	18.8%	-0.7	8.9%	-15.8%	0.0%	u	1.7%	-4.1%	5.8%
Cc1ccc(N2CC(C(=O)OCC(=O)Nc3cc(C)on3)CC2=O)c(C)c1 (centres undefined)	2.4%	1.7	25.5%	-7.5%	-4.2%	20.0%	-9.9%	-3.2%	-9.0%
Cc1ccccc1CNC(=O)CCCn1c(=O)c2cccn2c2ccccc21	6.0%	-6.6	59.7%[activator]	-8.2%	8.5%	22.3%	i	13.1%	-13.5%
CN(CC(O)COc1c(F)cc(Br)cc1F)C1CCCCC1 (centres undefined)	11.2%	-0.5	-9.5%	-11.3%	53.0%	15.2%[57.1 µM]	i	12.6%	-2.4%
CC(=O)Nc1ccc(S(=O)(=O)NCCc2ccc3c(c2)OCCO3)cc1	x	-3.0	x	-18.2%	-0.2%	x	-2.2%	-1.7%	x
COCCCN(C(=O)CSCc1ccc(C)cc1)c1c(N)n(Cc2ccccc2)c(=O)[nH]c1=O	9.4%[57.1 µM]	3.6	18.4%	-9.0%	1.5%	-0.2%	8.5%	4.7%	7.4%
O=C(N/N=C/c1ccc(O)cc1)c1ccc(NC(=O)c2ccccc2Br)cc1	-5.9%	-7.8	14.8%	7.7%	26.9%	-11.7%	4.5%	-4.2%	-0.9%
COCCOC(=O)c1[nH]c2c(c1C)C(=O)CC(c1ccc(N(C)C)cc1)C2 (centres undefined)	0.1%[57.1 µM]	-13.9	-16.0%	-10.1%	21.6%	15.8%[57.1 µM]	i	3.5%	-3.9%
COCCCNC(=O)CCCn1c(=O)c2cccn2c2cccnc21	7.2%	-5.8	-0.8%	23.5%	-14.5%	19.6%	-0.6%	-6.5%	-8.3%
Cc1cccc(-n2c(SCC(N)=O)nc3c(c2=O)C2(CCCCC2)Cc2ccccc2-3)c1	4.5%[57.1 µM]	-19.0	-7.8%	-11.7%	-3.1%	10.3%[57.1 µM]	2.8%	-9.2%	-3.5%
CCC(=O)Nc1sc2c(c1C(=O)Nc1ccc(OC)cc1)CCC(C(C)(C)C)C2 (centres undefined)	1.5%	-1.7	18.1%	-9.3%	-2.0%	8.4%	1.6%	-11.5%	-2.6%
Cc1ccc(N=C2C(=O)Nc3ccc(C)c(Br)c32)cc1	-0.9%[57.1 µM]	6.5	-17.8%	-15.7%	5.5%	2.7%[2.29 µM]	2.5%	-3.6%	-8.5%
O=C(CN1CCN(c2ccccc2)CC1)N1CCc2ccccc21	4.6%	3.4	11.0%	-20.8%	23.7%	16.4%	3.0%	2.4%	0.7%
Cc1ccc(Cl)cc1NC(=O)N1CCC(CN2CCCCCC2)CC1	-1.1%	1.4	26.1%	u	-4.8%	u	-0.3%	-2.9%	3.1%
O=C(c1cccs1)N1CCN(Cc2ccccn2)CC1	2.7%[57.1 µM]	-1.3	0.6%	-9.5%	-7.3%	14.8%[57.1 µM]	-5.9%	3.3%	-12.2%
O=C(CN1CCOc2ccccc21)NCc1ccccc1	-0.3%[57.1 µM]	0.6	49.3%[activator]	-14.9%	23.0%	6.2%[57.1 µM]	-0.6%	8.8%	-4.9%
Cc1cccnc1NC(=O)CSc1nnc(CNC(=O)c2cccc([N+](=O)[O-])c2)n1C	-5.7%	8.9	22.3%	-6.9%	0.3%	-15.4%	-5.1%	8.4%	-11.8%
CCOc1cccc2cc(C(=O)Oc3ccc(OC)cc3)c(=O)oc12	3.1%[57.1 µM]	-0.4	12.3%	-19.0%	-18.4%	-4.1%[57.1 µM]	-9.6%	8.9%	-5.5%
CN(C1CCCCC1)S(=O)(=O)c1ccc(NC(=O)c2ccco2)cc1	-1.3%[57.1 µM]	4.2	-0.1%	-17.1%	-12.2%	8.3%[57.1 µM]	-0.4%	4.2%	-6.0%
Cc1ccc(OCC(=O)N(C)CC(=O)Nc2ccccc2Cl)c([N+](=O)[O-])n1	-8.2%	-4.1	16.7%	8.4%	-0.4%	-1.7%	-0.7%	5.7%	4.7%
Cc1ccc(Cn2c(C3CCCN3c3nc(-c4ccc(F)cc4)cs3)nc3cc(C(=O)NCCCO)ccc32)cc1 (centres undefined)	-1.8%	0.2	21.5%	-15.9%	0.8%	11.6%	i	-2.3%	117.4%[activator]
COc1ccc(-n2c3c(c(=O)[nH]c2=O)C(NC(C)=O)(C(F)(F)F)C(=O)N3)cc1 (centres undefined)	9.5%&6.0%[57.1 µM]	2.9&-0.3	31.2%&54.4%	-16.3%&-24.1%	-1.6%&1.8%	14.8%&15.3%[57.1 µM]	-3.0%&7.1%	6.6%&-10.3%	2.2%&3.8%
O=C(CSc1nc(-c2ccccc2)c(-c2ccccc2)o1)Nc1nncs1	-8.9%	4.6	13.9%	-9.2%	4.8%	-10.7%	-5.3%	-3.6%	2.4%
Cc1ccc(S(=O)(=O)NC(C)c2ccccc2)cc1[N+](=O)[O-] (centres undefined)	u	1.8	41.0%[activator]	-12.6%	-18.3%	-0.2%	i	11.2%	-1.8%
CCCOc1ccc(CCN2CCC(=O)NC2=O)cc1C	-0.4%[57.1 µM]	0.5	20.7%	-23.4%	1.0%	34.7%[57.1 µM]	-1.0%	5.8%	0.0%
CCCCC(=O)Nc1cccc(-c2csc(-c3ccccc3)n2)c1	-4.5%	0.6	63.1%[activator]	-19.0%	1.4%	2.3%	2.5%	0.0%	15.8%
COc1ccc(CNC(=O)c2cc(-c3ccccc3OC)on2)cc1	4.0%	1.2	54.3%[activator]	-12.9%	5.5%	14.4%	-9.3%	0.0%	3.5%
NC(=O)NC(CC(=O)NCCCc1ccccc1)c1ccccc1Cl (centres undefined)	8.1%[57.1 µM]	-0.8	7.4%	-7.9%	-6.4%	18.4%	-4.5%	5.7%	-0.2%
